# FAK blocker = FAK kinase inhibitors, primary screen, biochemical. inhibition, %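 (tested at 7 µM)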. Focal adhesion kinase 1 (Homo sapiens), Q05397. biochemical FAK kinase activity assay. 97,000 compounds, 0.84% hits; in the data active = inhibition above about 19%;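 note: 0% = DMSO and 100% = reference compound high control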
# MT1-MMP txn act = MT1-MMP promoter reporter activation – cell-based, luciferase luminescence, primary screen. 86,000 compounds, 0.16% hits. HT1080 MT1-MMP promoter luciferase reporter, overnight; stronger effect = higher value. activation factor at 10 µM;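 active = activation factor of at least 2 for MT1-MMP transcription at 10 µM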
# S1P2 antag = human S1P2 receptor antagonists, primary screen, cell-based; Sphingosine 1-phosphate receptor 2 (Homo sapiens), O95136; cell-based S1P2 antagonist assay, inhibition at 5 uM; inhibition, % at 5 µM; 97,000 compounds, 0.21% hits; in the data active = inhibition above about 45%;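 note: CRE beta-lactamase reporter cells expressing human S1P2 stimulated with S1P; 0% = agonist at EC80 alone and 100% = agonist plus reference antagonist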
# Target sequence (O95136 whole entry, looked up): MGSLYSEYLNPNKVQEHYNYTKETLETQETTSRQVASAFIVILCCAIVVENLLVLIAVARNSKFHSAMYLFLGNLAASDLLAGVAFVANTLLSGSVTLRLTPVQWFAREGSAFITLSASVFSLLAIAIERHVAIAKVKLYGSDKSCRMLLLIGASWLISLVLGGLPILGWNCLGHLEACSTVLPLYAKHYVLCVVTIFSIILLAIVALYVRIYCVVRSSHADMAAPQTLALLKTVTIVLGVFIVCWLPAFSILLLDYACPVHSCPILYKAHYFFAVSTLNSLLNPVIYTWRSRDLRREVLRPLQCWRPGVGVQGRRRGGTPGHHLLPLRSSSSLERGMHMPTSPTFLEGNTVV
# S1P2 ag = S1P2 receptor agonists, primary screen, cell-based; Sphingosine 1-phosphate receptor 2 (Homo sapiens), O95136; S1P2-expressing cell line, agonist reporter read-out; activation, % at 4.5 µM; 97,000 compounds, 0.46% hits; in the data active = activation above about 16%;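 note: 0% = vehicle low control and 100% = maximal reference agonist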
# EphB4 antag = EphB4-ephrin-B2 interaction antagonists, primary screen, biochemical, TNYL-RAW peptide probe, fluorescence polarization. Ephrin type-B receptor 4 (Homo sapiens), P54760. EphB4 LBD / TNYL-RAW-Alexa532 peptide. inhibition, % at 7 µM. 97,000 compounds, 0.15% hits. AID 720, 2007;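 active = inhibition above the screen-wide mean inhibition plus 3 SD, cut at about 15% in these data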;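 note: 0% = DMSO wells and 100% = excess unlabeled TNYL-RAW peptide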
# PLK1 kinase inh = human PLK1 kinase inhibitors, primary screen, biochemical, TR-FRET; Serine/threonine-protein kinase PLK1 (Homo sapiens), P53350; recombinant PLK1 kinase, TR-FRET peptide phosphorylation; inhibition, % at 10 µM; 97,000 compounds, 0.53% hits; AID 619, 2007;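 active = inhibition of 50% or more in the single-concentration screen; inactive = inhibition below 50%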;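 note: 0% = DMSO max control and 100% = H-89 dihydrochloride min control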
# Target sequence (P53350 whole entry, looked up): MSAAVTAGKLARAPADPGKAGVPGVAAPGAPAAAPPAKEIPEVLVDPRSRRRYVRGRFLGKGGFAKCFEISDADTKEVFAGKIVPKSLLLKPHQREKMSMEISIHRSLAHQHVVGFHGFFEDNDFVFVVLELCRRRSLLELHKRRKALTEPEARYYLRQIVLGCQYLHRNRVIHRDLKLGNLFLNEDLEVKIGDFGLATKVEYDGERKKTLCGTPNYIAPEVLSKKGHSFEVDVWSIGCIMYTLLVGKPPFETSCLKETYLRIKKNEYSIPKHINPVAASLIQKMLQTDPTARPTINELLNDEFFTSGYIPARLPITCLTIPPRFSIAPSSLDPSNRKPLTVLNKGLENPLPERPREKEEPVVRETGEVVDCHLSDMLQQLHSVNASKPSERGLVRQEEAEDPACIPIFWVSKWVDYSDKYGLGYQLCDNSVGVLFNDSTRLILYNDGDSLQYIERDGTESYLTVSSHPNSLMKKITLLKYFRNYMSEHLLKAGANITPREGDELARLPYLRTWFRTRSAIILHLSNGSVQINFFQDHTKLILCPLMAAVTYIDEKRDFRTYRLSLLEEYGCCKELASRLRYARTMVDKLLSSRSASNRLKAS
# PLK1 PBD inh = Plk1 polo box domain binding inhibitors, primary screen, biochemical, fluorescence polarization. Plk1 PBD phosphopeptide binding. inhibition, %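 (tested at about 20 µM)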. 97,000 compounds, 0.13% hits. AID 693, 2007; in the data active = inhibition above about 34%, passing the limit was not always enough
# HIV Rev-RRE inh = HIV-1 Rev-RRE binding inhibitors, primary screen, biochemical, FRET, protein-RNA interaction; P05866; Rev peptide-RRE RNA binding; inhibition, % at 8 µM; 97,000 compounds, 0.79% hits; AID 704, 2007;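 active = inhibition above the screen-wide mean plus 3 SD, cut at about 35% in these data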;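 note: 0% = median DMSO wells and 100% = median Neomycin B control wells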
# Target sequence (P05866 whole entry, looked up): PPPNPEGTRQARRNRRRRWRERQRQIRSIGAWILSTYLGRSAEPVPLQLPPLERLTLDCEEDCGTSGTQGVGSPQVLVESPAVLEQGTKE
#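 Test system: Cy5-tagged RRE RNA duplex with fluorescein-tagged Rev peptide; Probe or stimulus: labelled Rev peptide; Schedule: 5 min preincubation and 15 min binding, 25 °C; Signal: FRET fluorescence readout; Evaluation: % inhibition from 671/540 nm acceptor-to-donor ratio, scaled between controls; Control set: DMSO and neomycin B.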
# PLAP act = PLAP enzyme activators, biochemical, luminescence, HTS | Alkaline phosphatase, placental type (Homo sapiens), P05187 | purified PLAP enzyme, luminescent substrate read-out; stronger effect = higher value | activation fold at 20 µM | 96,000 compounds, 1.2% hits; in the data active = activation fold above about 2
# * marks the source's active call; other numbers are inactive results; nt = not tested or not shown. No enrichment for hits; overall some 3.9% were active at least once.
FAK blocker	MT1-MMP txn act	S1P2 antag	S1P2 ag	EphB4 antag	PLK1 kinase inh	PLK1 PBD inh	HIV Rev-RRE inh	PLAP act	SMILES
-1.5	1.1	-13.3	-3.2	4.7	-15.7	-2.5	2.1	1.1	COc1ccccc1CNC(=O)C1CC(=O)N(c2ccc(C)c(C)c2)C1 (stereo unspecified)
-0.2	nt	23.6	-5.3	4.5	-14.0	6.8	8.7	0.8	COc1ccc(CNC(=O)/C=C/c2cc([N+](=O)[O-])ccc2OC(F)F)cc1
-1.2	1.7	1.6	-6.9	2.9	-6.5	14.7	10.2	0.8	Cc1ccc(C(=O)Nc2nc(C(C)(C)C)cs2)s1
0.0	1	-7.8	-5.6	-5.2	-8.1	1.4	5.0	1	COc1ccc(NC(=O)CN2CCN(c3ccc(F)cc3)CC2)cc1Cl
0.8	nt	11.1	-1.4	-5.3	-5.4	30.4	5.5	0.8	Cc1ccccc1CSCC(=O)c1c(N)n(CC(C)C)c(=O)n(C)c1=O
-0.6	nt	25.2	-1.1	-6.2	0.2	-7.4	6.8	1.3	COc1ccc(CN2CCN(S(=O)(=O)c3ccc(F)cc3)CC2)c(OC)c1OC
1.4	1.1	-6.1	27.2*	-8.8	-0.4	10.3	-0.7	1.5	CCc1ccc(N2C(=O)CC(N3CCC(C(=O)OC)CC3)C2=O)cc1 (stereo unspecified)
1.8	nt	8.3	-0.5	-3.8	-22.7	0.2	1.9	1.3	CCOC(=O)c1nn(-c2ccc(C)cc2)c(C)c1C(C)=O

# Individual results from above.
# Entry of `Cc1ccc(C(=O)Nc2nc(C(C)(C)C)cs2)s1` under FAK blocker: -1.2
# Entry of `COc1ccc(CNC(=O)/C=C/c2cc([N+](=O)[O-])ccc2OC(F)F)cc1` under PLK1 PBD inh: 6.8
# Entry of `COc1ccc(CN2CCN(S(=O)(=O)c3ccc(F)cc3)CC2)c(OC)c1OC` under PLAP act: 1.3
# Entry of `CCc1ccc(N2C(=O)CC(N3CCC(C(=O)OC)CC3)C2=O)cc1` (stereo unspecified) under PLK1 kinase inh: -0.4

# Next part:
FAK blocker	MT1-MMP txn act	S1P2 antag	S1P2 ag	EphB4 antag	PLK1 kinase inh	PLK1 PBD inh	HIV Rev-RRE inh	PLAP act	SMILES
2.4	1.1	-1.3	-3.9	1.8	-15.4	-14.5	5.4	0.9	CCN(c1ccccc1)S(=O)(=O)c1ccc(N)cc1
-1.2	1.2	1.9	-2.8	-3.2	-8.2	7.1	4.5	1	O=C(CN1CC(c2ccccc2)CC1=O)OCc1cccc(Br)c1 (stereo unspecified)
-1.2	0.9	-13.4	-1.2	-2.6	-2.2	-5.9	3.0	nt	CC(=O)C1C(c2ccccc2)c2c(n[nH]c2C)CC1(C)O (stereo unspecified)
-0.2	1.1	15.5	-5.2	-2.3	-12.0	11.2	-6.6	0.8	N=c1c2c(n(Cc3ccc(F)cc3)c3c1CCC3)CCC2
11.4	nt	8.1	-5.6	0.3	-12.3	38.8	10.8	1.1	Cc1cc(=O)n(C)c(=O)n1CCCCCOc1cccc([N+](=O)[O-])c1
-8.2	1.6	-11.8	-3.5	-6.5	-9.3	12.6	4.8	1.5	COc1ccc(OC)c(-c2nnc(-c3ccc(C)o3)o2)c1
0.3	1.2	11.7	-6.8	1.0	-15.5	12.5	11.2	0.9	O=C(Nc1ccc2nn(-c3ccccc3)nc2c1)c1ccc2c(c1)OCCO2
4.1	1.1	11.0	-7.0	8.7	2.9	8.2	9.0	0.9	O=C(O)C1CC=CCC1C(=O)Nc1cccc(Cl)c1Cl (stereo unspecified)
-2.2	1.2	7.1	-4.1	8.1	-4.2	-4.0	5.7	0.9	CC(C)C(NC(=O)c1ccccc1)C(=O)NCc1ccccn1 (stereo unspecified)
1.6	1.2	-10.2	-5.9	-0.4	-13.9	-7.2	6.6	nt	CSc1nnc2c(n1)OC=Nc1ccccc1-2
-0.7	nt	4.3	-1.9	0.8	-9.4	2.0	1.3	1	O=C(COC(=O)C1=COCCO1)Nc1ccc(Oc2ccccc2)cc1
-4.3	0.9	-24.6	-3.4	1.7	-13.4	6.5	5.3	nt	Cc1cc(N2CCN(c3ccccn3)CC2)n2nc(C)nc2n1
-0.8	1.1	0.0	-2.4	-5.0	-16.5	-14.0	7.1	1.3	O=C1[C@H]2[C@@H](C(=O)N1c1cccc3ccccc13)C1(C(=O)c3ccccc3C1=O)N1CCC[C@@H]21
0.8	1.1	-15.9	-0.6	4.6	-12.6	-2.7	5.6	nt	COc1ccccc1CNC(=O)CCn1c(=O)[nH]c2ccsc2c1=O
0.4	1.2	-19.6	-0.5	-5.5	-14.7	2.2	0.0	1.3	Cc1ccc2c(CSc3nncs3)cc(=O)oc2c1
-2.2	1.1	4.8	0.2	3.1	28.9	-4.1	1.0	1.2	Cc1nc2c(ccc3c2ccc2nc(C)sc23)s1
-2.1	1.1	13.5	-4.9	-2.3	-1.1	2.3	0.6	1.6	O=C(COc1ccc(S(=O)(=O)NC2CCCCC2)cc1)N1CCN(c2ccc(F)cc2)CC1
-2.1	0.9	-1.5	-5.7	7.2	-11.1	-10.3	8.2	1.8	COc1ccc(CCN2C(=O)C3C4C=CC(C3C2=O)C2C(=O)N(CCc3ccc(OC)c(OC)c3)C(=O)C42)cc1OC (stereo unspecified)
0.0	1.2	7.3	-4.1	1.5	-10.5	-4.7	5.0	1.7	CCN(CC)CCn1c2ccc(F)cc2c2nc(C)sc21
-0.8	nt	-3.3	-2.9	-4.4	-8.3	7.4	7.7	0.8	COC(=O)c1cc(=O)n(Cc2ccc3c(c2)OCO3)c(=Nc2ccc(F)cc2)s1
3.2	1.1	6.0	-1.0	1.6	-10.7	-8.2	6.6	0.8	O=C(OCCCN1C(=O)c2ccccc2C1=O)c1ccco1
-0.7	1.1	29.6	-7.9	6.2	-4.9	0.1	10.4	1	O/N=C1\CC2(Cc3nonc31)OCCO2
-2.1	1.2	7.2	-7.8	-0.1	-10.4	-12.5	2.9	1	COCCN1C(=O)c2ccc(C(=O)NCc3cccnc3)cc2C1=O
5.6	nt	20.5	-7.8	5.0	-3.9	-12.9	9.6	1.1	O=C(CN(C(=O)c1ccccc1Cl)C1CCCCC1)Nc1ccc(Cl)c([N+](=O)[O-])c1
0.5	1.2	4.2	-3.1	-5.4	-11.2	14.3	4.7	1.2	O=C(Nc1nnc(SCc2ccc(F)cc2)s1)C1Cc2ccccc2CN1C(=O)c1ccco1 (stereo unspecified)
0.7	1.1	-1.4	-2.5	7.1	3.8	3.6	7.7	1	NC(=NC1CCCCC1)c1ccc([N+](=O)[O-])cc1
-2.0	1.1	-0.6	0.8	1.6	-2.7	-9.7	1.6	1	COC(=O)CNS(=O)(=O)c1ccc(OC)cc1
-2.3	1	-20.6	-3.4	-6.2	-11.4	3.0	4.1	1.1	CC1(C)C(=O)Nc2ccccc2N1C(=O)COc1ncnc2c(Cl)cc(Cl)cc12
1.4	1.1	7.1	-10.8	0.1	-8.6	-14.2	5.8	1	CCc1ncc(C(O)c2cccc3ccccc23)n1C (stereo unspecified)
1.1	1.2	9.2	-7.3	9.1	-20.1	2.4	6.5	1	COc1cc(NC(=O)CN2CCN(S(=O)(=O)c3ccc(C(C)C)cc3)CC2)cc(OC)c1
-2.7	1.1	10.2	-5.1	-7.0	-1.1	-8.5	2.7	1.2	CCOC(=O)NC(=O)CSc1nnnn1-c1ccccc1
-1.7	1.1	-18.1	-11.2	-2.7	1.2	-4.6	-1.6	1.4	Cn1c(Cl)nc2c1c(=O)n(Cc1cccc(Br)c1)c(=O)n2C
0.5	nt	-18.2	-2.7	-3.5	-7.2	11.4	3.4	0.9	COc1ccc(CNC(=O)c2ccc(-c3ccccc3)cc2)cc1
-7.3	1.1	14.4	-3.4	-3.1	-36.5	-3.3	1.3	0.9	COc1ccc2nc3oc(C(=O)N4CCN(c5ccccc5F)CC4)cc3cc2c1
-0.6	1	-7.4	-1.9	-0.6	-24.4	-3.8	5.5	nt	COc1ccc(C2C(C(C)=O)=C(C)N=c3s/c(=C\c4ccc5c(c4)OCO5)c(=O)n32)c(OC)c1 (stereo unspecified)
6.9	1.1	-0.1	-3.3	1.9	-5.4	3.0	15.6	1	O=C1CSC(c2ccc3c(c2)OCO3)N1c1ccc(Oc2ccccc2)cc1 (stereo unspecified)
-0.8	1.1	15.0	-9.0	-5.1	-3.6	21.2	-2.1	nt	Cn1c(SCC#N)nnc1-c1cnccn1
-0.9	1.1	1.1	-8.3	5.7	14.3	19.6	12.4	1.1	O=C(OCc1nnc(-c2ccc(Cl)cc2)o1)c1ccncc1
-0.6	1.2	-10.2	-1.5	-0.5	2.7	0.3	4.8	1	COc1cc(CC(=O)NCc2ccc3c(c2)OCO3)cc(OC)c1OC
3.2	1.2	21.6	-2.7	2.7	-22.3	-1.2	5.4	0.8	CCC(C)C(=O)Nc1nc2c(s1)C(=O)CC(C)(C)C2 (stereo unspecified)
3.2	1.1	5.7	-3.6	3.9	-4.2	1.5	5.0	0.9	c1ccc2c(c1)OCC(c1nn3c(Cn4nnc5ccccc54)nnc3s1)O2 (stereo unspecified)
-1.5	nt	-12.7	-12.5	-0.2	-0.3	17.6	6.5	0.8	CCn1cc(/C=C2\SC(=O)N(CC(=O)Nc3ccc4c(c3)OCO4)C2=O)c2ccccc21
-4.1	1.3	-5.4	-5.9	7.2	-6.3	-4.7	3.8	0.1	C=CCN1C(=O)NC2(O)C(=O)c3ccccc3C12O (stereo unspecified)
-2.5	1	1.0	-3.8	0.0	-6.7	-0.8	2.0	1.4	CCc1nc(SCC(=O)NCCc2ccccc2)n[nH]1
0.9	1.2	2.4	-6.4	-3.4	-3.8	23.9	-1.6	1.6	CC1(C)Oc2ccc(C(=O)N3CCc4ccccc43)cc2N(CC(=O)N2CCCC2)C1=O
-6.3	1.2	1.0	-0.7	2.5	-6.9	28.1	8.4	0.9	COC(=O)Cn1c(=O)sc2ccccc21
0.7	1	12.4	-3.2	0.3	-13.8	14.1	3.5	1	Cc1noc(C)c1COC(=O)Cn1c(C)nc2ccccc21
0.6	1	-23.4	-0.2	3.6	-7.0	13.7	6.9	1.1	CC(C)CC1C(C#N)=C(N)Oc2n[nH]c(-c3cccs3)c21 (stereo unspecified)
0.3	nt	-1.5	-2.4	2.5	-7.1	-36.5	8.2	0.9	Cn1c(CO)c(-c2ccccc2)c2cc([N+](=O)[O-])ccc21
1.7	nt	-10.0	-7.3	-4.5	-12.1	-7.6	5.0	1	CN=C(Nc1ccc(C(=O)OC)cc1)SC1CC(=O)N(c2ccccc2F)C1=O (stereo unspecified)
5.0	nt	13.8	-6.6	0.7	-13.9	-9.0	1.5	1.1	Cc1ccccc1C(=O)NC(=S)Nc1ccccc1C(F)(F)F
-1.4	1.3	-1.2	-1.9	12.2	-0.8	0.9	3.3	0.9	CCCc1[nH]nc2c1C1(CCOC1C)C(C#N)=C(N)O2 (stereo unspecified)

# Reprinted from the listing for reference:
FAK blocker	MT1-MMP txn act	S1P2 antag	S1P2 ag	EphB4 antag	PLK1 kinase inh	PLK1 PBD inh	HIV Rev-RRE inh	PLAP act	SMILES
5.0	nt	13.8	-6.6	0.7	-13.9	-9.0	1.5	1.1	Cc1ccccc1C(=O)NC(=S)Nc1ccccc1C(F)(F)F
-1.4	1.3	-1.2	-1.9	12.2	-0.8	0.9	3.3	0.9	CCCc1[nH]nc2c1C1(CCOC1C)C(C#N)=C(N)O2 (stereo unspecified)
